Screening results deposited in PubChem by several laboratories.
SMARCA2 activ: SMARCA2 function activation, primary screen. MG213 cells, MMTV-luciferase reporter, dexamethasone, overnight. activation, % at 9.1 µM. actives 1% (n = 370,000); in the data active means activation above about 7.8%;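 further: 0% = vehicle wells and 100% = reference activator wells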
DAX1 inh-1: NR0B1 (DAX1) inhibition. HEK293 Gal4-DAX1 luciferase reporter, luminescence. AID 504766. actives 0.99% (n = 340,000). P51843. inhibition, % at 6.75 µM;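 active means inhibition above the mean over all tested compounds plus 3 SD, cut at about 4.2% in these data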;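 further: 0% = DAX1-transfected cells with DMSO and 100% = empty-vector control cells with DMSO; inhibition shows as a rise in luminescence from relieved DAX1 repression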
hcDAF-12 act: activates DAF-12 receptor from parasite H. contortus; HEK293 hcDAF-12 lit1-tk-luc reporter, luminescence; 0% DMSO, 100% Δ7-dafachronic acid; activation, % at 6.8 µM; actives 1.4% (n = 370,000); AID 652067;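 active means activation above the mean of all tested compounds plus 3 SD, cut at about 5.5% in these data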;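 further: 100% = response to 3 µM Δ7-dafachronic acid high control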
NR1D1 modulator: modulators of human Rev-erb alpha DNA binding; P20393; AID 1259318; activity, % at 10 µM; actives 0.79% (n = 370,000); Rev-erbα–FITC-DNA binding, fluorescence polarization, 90 min;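 active means activity above about 14%, limit read from the data; passing the limit was not always enough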;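 further: 0% = DMSO wells with 35 nM protein and 100% = DMSO wells with 750 nM protein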
PLCg1 inh: blocks human PLC-gamma1 enzyme activity. actives 0.84% (n = 370,000). inhibition, % at 12.2 µM. P19174. purified PLC-gamma1, fluorogenic substrate, fluorescence; in the data active means inhibition above about 9.5%
ssDAF-12 act: activates DAF-12 receptor from parasite S. stercoralis | HEK293 ssDAF-12/GRIP1 lit1-tk-luc reporter, luminescence; % of 3 µM dafachronic acid response | activation, % at 6.8 µM | actives 1% (n = 370,000) | AID 652126;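 active means activation above the mean over all tested compounds plus 3 SD, cut at about 0.9% in these data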;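 further: 0% = DMSO-only wells and 100% = 3 µM delta7-dafachronic acid wells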
DAX1 inh-2: blocks DAX1 repression of SF-1 activated StAR promoter | HEK293T StAR-luciferase reporter, SF-1/DAX-1 repression relief | AID 652010 | inhibition, % at 6.8 µM | actives 1.1% (n = 370,000);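 active means inhibition above the mean over all tested compounds plus 3 SD, cut at about 3.6% in these data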;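 further: 0% = DAX-1 cells with DMSO and 100% = cells lacking DAX-1 with DMSO; higher inhibition means more luminescence from relief of DAX-1 repression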
MBD2 DNA inh: MBD2-methylated oligo binding inhibition | inhibition, % at 4.4 µM | actives 0.31% (n = 370,000) | Q9UBB5 | TR-FRET, MBD2 binding to methylated oligonucleotide; in the data active means inhibition above about 13%
PLCb3 inh: blocks human PLC-beta3 enzyme activity; inhibition, % at 12.2 µM; actives 0.18% (n = 370,000); Purified PLC-beta3, fluorogenic substrate, fluorescence; AID 720704; Q01970; in the data active means inhibition above about 11%;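 further: 0% = median of compound wells on plate and 100% = full blocker control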
Target sequence (Q01970 whole entry, looked up): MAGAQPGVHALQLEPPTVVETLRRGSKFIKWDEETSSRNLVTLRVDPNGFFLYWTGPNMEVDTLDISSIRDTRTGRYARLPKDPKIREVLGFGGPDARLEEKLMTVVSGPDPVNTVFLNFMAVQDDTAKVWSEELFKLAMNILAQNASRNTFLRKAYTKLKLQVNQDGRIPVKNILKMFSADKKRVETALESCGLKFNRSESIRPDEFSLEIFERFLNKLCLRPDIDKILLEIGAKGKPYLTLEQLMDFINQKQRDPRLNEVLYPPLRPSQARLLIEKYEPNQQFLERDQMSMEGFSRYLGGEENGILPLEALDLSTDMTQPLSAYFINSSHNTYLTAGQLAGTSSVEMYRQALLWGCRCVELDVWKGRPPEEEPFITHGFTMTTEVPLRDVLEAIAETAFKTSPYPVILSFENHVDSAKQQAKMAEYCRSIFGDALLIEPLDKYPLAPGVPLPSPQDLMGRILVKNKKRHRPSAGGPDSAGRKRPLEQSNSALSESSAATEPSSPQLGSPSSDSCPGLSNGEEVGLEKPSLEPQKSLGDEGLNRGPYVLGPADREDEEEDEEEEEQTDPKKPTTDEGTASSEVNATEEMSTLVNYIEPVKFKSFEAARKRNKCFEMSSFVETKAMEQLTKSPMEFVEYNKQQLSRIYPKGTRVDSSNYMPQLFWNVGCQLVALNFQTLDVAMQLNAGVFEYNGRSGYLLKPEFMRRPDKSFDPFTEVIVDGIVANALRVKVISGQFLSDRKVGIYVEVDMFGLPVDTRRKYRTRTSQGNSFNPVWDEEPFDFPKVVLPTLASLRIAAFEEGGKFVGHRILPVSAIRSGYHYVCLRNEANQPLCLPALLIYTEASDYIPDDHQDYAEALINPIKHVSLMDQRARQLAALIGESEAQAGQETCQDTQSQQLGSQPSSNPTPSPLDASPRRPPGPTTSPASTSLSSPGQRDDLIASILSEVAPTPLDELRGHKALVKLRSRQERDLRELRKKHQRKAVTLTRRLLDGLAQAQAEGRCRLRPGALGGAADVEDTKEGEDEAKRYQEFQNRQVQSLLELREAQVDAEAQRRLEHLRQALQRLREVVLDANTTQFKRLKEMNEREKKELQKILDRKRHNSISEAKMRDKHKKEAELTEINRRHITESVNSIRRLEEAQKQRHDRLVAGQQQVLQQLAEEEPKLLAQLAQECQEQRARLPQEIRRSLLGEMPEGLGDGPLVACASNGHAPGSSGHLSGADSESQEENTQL
hgDAF-12 ag: hgDAF-12 agonism, primary luciferase screen; actives 1.8% (n = 370,000); AID 687014; HEK293 GAL4-hgDAF12 UAS-luciferase reporter, agonist luminescence; normalized to butyrate control; activation, % at 6.8 µM;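 active means activation above a cutoff set at the mean of all screened compounds plus 3 SD, cut at about 10% in these data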;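 further: 0% = DMSO wells and 100% = sodium butyrate wells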
ADAM17 inh: ADAM17 inhibition, QFRET primary screen; P78536; recombinant ADAM17, EDANS/DABCYL FRET peptide cleavage; inhibition, % at 6.95 µM; actives 0.83% (n = 370,000); AID 720648;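 active means inhibition above the mean of compounds lying between control limits plus 3 SD, set per campaign, cut at about 8.5% in these data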;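 further: 0% = DMSO-only wells as the low control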
An asterisk follows results filed as active.

What do the screens show for `COc1ccccc1NC(=O)C(Cc1ccc(Cl)cc1)c1nn[nH]n1` (centres undefined)?
SMARCA2 activ: -2; DAX1 inh-1: -0.1; hcDAF-12 act: -0.4; NR1D1 modulator: 1; PLCg1 inh: -2; ssDAF-12 act: 0.3; DAX1 inh-2: 0.3; MBD2 DNA inh: -2; PLCb3 inh: -2; hgDAF-12 ag: -1.0; ADAM17 inh: -3

How did c1ccc(SCCN2CCN(c3ccccc3)CC2)cc1 do in these assays?
SMARCA2 activ: -1; DAX1 inh-1: 0.3; hcDAF-12 act: -0.3; NR1D1 modulator: 1; PLCg1 inh: 10*; ssDAF-12 act: 0.6; DAX1 inh-2: 0.6; MBD2 DNA inh: 0; PLCb3 inh: -4; hgDAF-12 ag: 5.8; ADAM17 inh: 0

Results for O=C(Nc1cccc2ccccc12)c1ccc([N+](=O)[O-])o1 ?
SMARCA2 activ: 2; DAX1 inh-1: -1.1; hcDAF-12 act: -1.7; NR1D1 modulator: -4; PLCg1 inh: 3; ssDAF-12 act: -1.1; DAX1 inh-2: -1.8; MBD2 DNA inh: 2; PLCb3 inh: 3; hgDAF-12 ag: -3.9; ADAM17 inh: -1

Results for CCO[C@@H]1OC(C(=O)O)=C[C@H](c2ccc3c(c2)OCO3)[C@H]1CCCO ?
SMARCA2 activ: 0; DAX1 inh-1: 2.2; hcDAF-12 act: -0.1; NR1D1 modulator: 0; PLCg1 inh: -2; ssDAF-12 act: -1.3; DAX1 inh-2: 0.6; MBD2 DNA inh: 2; PLCb3 inh: -3; hgDAF-12 ag: 0.8; ADAM17 inh: -3

What do the screens show for `Cc1cc(C)c(C#N)c(Nc2cccc(C)c2C)n1`?
SMARCA2 activ: -1; DAX1 inh-1: 1.8; hcDAF-12 act: -0.7; NR1D1 modulator: -2; PLCg1 inh: -10; ssDAF-12 act: -1.0; DAX1 inh-2: -0.2; MBD2 DNA inh: -2; PLCb3 inh: -17; hgDAF-12 ag: -2.0; ADAM17 inh: -7

How did CCCCNC(=O)CSc1nc2cc(OC)c(OC)cc2c(=O)n1Cc1ccc(OC)cc1 do in these assays?
SMARCA2 activ: -3; DAX1 inh-1: 0.8; hcDAF-12 act: -1.7; NR1D1 modulator: 2; PLCg1 inh: 1; ssDAF-12 act: -1.4; DAX1 inh-2: 1.6; MBD2 DNA inh: 0; PLCb3 inh: 0; hgDAF-12 ag: 5.9; ADAM17 inh: -2

Results for CCC(C(=O)Nc1ccccc1F)n1nc(C)c2c(C)n(-c3ccccc3)nc2c1=O (centres undefined) ?
SMARCA2 activ: -3; DAX1 inh-1: 0.3; hcDAF-12 act: -2.0; NR1D1 modulator: 4; PLCg1 inh: -2; ssDAF-12 act: -1.6; DAX1 inh-2: -0.4; MBD2 DNA inh: 2; PLCb3 inh: -8; hgDAF-12 ag: -2.4; ADAM17 inh: -3

Results for COc1ccc(-c2oc(NC(=O)c3ccc(C)cc3)c(C#N)c2-c2ccc(OC)cc2)cc1 ?
SMARCA2 activ: 3; DAX1 inh-1: 0.5; hcDAF-12 act: 0.1; NR1D1 modulator: 2; PLCg1 inh: -98; ssDAF-12 act: -0.6; DAX1 inh-2: -0.5; MBD2 DNA inh: 0; PLCb3 inh: -115; hgDAF-12 ag: 1.4; ADAM17 inh: 4

Results for O=C(Cn1c(NCCO)nc2ccccc21)c1cccs1 ?
SMARCA2 activ: 0; DAX1 inh-1: 0.5; hcDAF-12 act: 3.0; NR1D1 modulator: -2; PLCg1 inh: 0; ssDAF-12 act: -0.9; DAX1 inh-2: -0.9; MBD2 DNA inh: 0; PLCb3 inh: 0; hgDAF-12 ag: 0.4; ADAM17 inh: -2

Results for COc1ccc(NS(=O)(=O)c2cccc(C(=O)O)c2)cc1S(=O)(=O)N1CCOCC1 ?
SMARCA2 activ: -1; DAX1 inh-1: 0.2; hcDAF-12 act: -1.0; NR1D1 modulator: 0; PLCg1 inh: 3; ssDAF-12 act: -1.0; DAX1 inh-2: -0.3; MBD2 DNA inh: 3; PLCb3 inh: -5; hgDAF-12 ag: -1.3; ADAM17 inh: -4

What do the screens show for `O=C(CSc1nc(C2CC2)nc2sc3c(c12)CCCC3)NCc1ccco1`?
SMARCA2 activ: 2; DAX1 inh-1: 0.3; hcDAF-12 act: -0.8; NR1D1 modulator: 27*; PLCg1 inh: 1; ssDAF-12 act: -1.6; DAX1 inh-2: -0.1; MBD2 DNA inh: 3; PLCb3 inh: 5; hgDAF-12 ag: 0.1; ADAM17 inh: -3

How did Clc1ccc(-c2nc(Cc3ccccc3)no2)cc1 do in these assays?
SMARCA2 activ: 3; DAX1 inh-1: 1.9; hcDAF-12 act: 1.5; NR1D1 modulator: 0; PLCg1 inh: 1; ssDAF-12 act: -1.0; DAX1 inh-2: 1.0; MBD2 DNA inh: -4; PLCb3 inh: 2; hgDAF-12 ag: 5.2; ADAM17 inh: -3

What do the screens show for `O=C(Nc1ccc2c(c1)OCCO2)c1ccc(Cl)c(Cl)c1`?
SMARCA2 activ: 3; DAX1 inh-1: 7.0*; hcDAF-12 act: 4.4; NR1D1 modulator: 4; PLCg1 inh: 0; ssDAF-12 act: 0.6; DAX1 inh-2: 2.1; MBD2 DNA inh: -5; PLCb3 inh: -4; hgDAF-12 ag: 15*; ADAM17 inh: 2

How did CC(C)CN1C(=O)C(=O)N(CC(=O)N2c3ccccc3NC(=O)CC2C)C1=O (centres undefined) do in these assays?
SMARCA2 activ: -2; DAX1 inh-1: -0.4; hcDAF-12 act: 0.9; NR1D1 modulator: 1; PLCg1 inh: -2; ssDAF-12 act: -0.8; DAX1 inh-2: 1.7; MBD2 DNA inh: 1; PLCb3 inh: -7; hgDAF-12 ag: -3.5; ADAM17 inh: -3

What do the screens show for `CN1CCN(c2ccc(CNS(=O)(=O)c3ccc(F)cc3Cl)cc2)CC1`?
SMARCA2 activ: 3; DAX1 inh-1: 1.4; hcDAF-12 act: 0.5; NR1D1 modulator: 0; PLCg1 inh: 3; ssDAF-12 act: -1.0; DAX1 inh-2: -1.0; MBD2 DNA inh: 2; PLCb3 inh: -6; hgDAF-12 ag: 4.3; ADAM17 inh: -6

Results for Cc1cc(C(=O)N2CCN(C(=O)c3ccco3)CC2)ccc1[N+](=O)[O-] ?
SMARCA2 activ: -2; DAX1 inh-1: 0.6; hcDAF-12 act: 1.2; NR1D1 modulator: -2; PLCg1 inh: 3; ssDAF-12 act: -2.0; DAX1 inh-2: 0.5; MBD2 DNA inh: -7; PLCb3 inh: -2; hgDAF-12 ag: 1.6; ADAM17 inh: -1

What do the screens show for `Cc1nn(CC(=O)NCCc2ccc(Cl)cc2)c(C)c1[N+](=O)[O-]`?
SMARCA2 activ: -3; DAX1 inh-1: 1.9; hcDAF-12 act: -0.9; NR1D1 modulator: -2; PLCg1 inh: -1; ssDAF-12 act: -0.7; DAX1 inh-2: -0.3; MBD2 DNA inh: -2; PLCb3 inh: 4; hgDAF-12 ag: -0.8; ADAM17 inh: -6

What do the screens show for `NC1=NC[C@H](c2ccccc2)N1CCc1cccc(F)c1`?
SMARCA2 activ: 0; DAX1 inh-1: 1.0; hcDAF-12 act: -4.8; NR1D1 modulator: 0; PLCg1 inh: 7; ssDAF-12 act: -0.6; DAX1 inh-2: -0.1; MBD2 DNA inh: -4; PLCb3 inh: 2; hgDAF-12 ag: -0.3; ADAM17 inh: 2

Results for CCCc1cc(=O)[nH]c(SCC(=O)Nc2cc3c(cc2C(C)=O)OCO3)n1 ?
SMARCA2 activ: 0; DAX1 inh-1: 0.5; hcDAF-12 act: 0.3; NR1D1 modulator: -4; PLCg1 inh: -13; ssDAF-12 act: -1.3; DAX1 inh-2: -0.3; MBD2 DNA inh: -2; PLCb3 inh: -19; hgDAF-12 ag: 0.1; ADAM17 inh: -3

What do the screens show for `O=C(CSc1nnc(SCc2ccccc2)s1)NNC(=S)Nc1ccccc1`?
SMARCA2 activ: -5; DAX1 inh-1: -0.8; hcDAF-12 act: -2.3; NR1D1 modulator: -2; PLCg1 inh: 2; ssDAF-12 act: -1.0; DAX1 inh-2: 0.4; MBD2 DNA inh: 1; PLCb3 inh: -7; hgDAF-12 ag: -1.6; ADAM17 inh: 8

What do the screens show for `COc1cc(C(=O)N/C(=C\c2cn(C)c3ccccc23)C(=O)NCCCn2ccnc2)cc(OC)c1OC`?
SMARCA2 activ: 0; DAX1 inh-1: -0.3; hcDAF-12 act: 0.0; NR1D1 modulator: -4; PLCg1 inh: -6; ssDAF-12 act: -0.5; DAX1 inh-2: -0.3; MBD2 DNA inh: -1; PLCb3 inh: -15; hgDAF-12 ag: -0.1; ADAM17 inh: 1

How did COc1ccc2nc(N3CCCC(C(=O)NCCCN4CCN(C)CC4)C3)sc2c1 (centres undefined) do in these assays?
SMARCA2 activ: 0; DAX1 inh-1: 1.2; hcDAF-12 act: -1.1; NR1D1 modulator: -5; PLCg1 inh: -2; ssDAF-12 act: -1.3; DAX1 inh-2: -0.8; MBD2 DNA inh: 6; PLCb3 inh: 0; hgDAF-12 ag: -0.5; ADAM17 inh: -6

What do the screens show for `Cc1cccc(Oc2ncccc2[N+](=O)[O-])c1C`?
SMARCA2 activ: 1; DAX1 inh-1: 0.4; hcDAF-12 act: -1.9; NR1D1 modulator: 0; PLCg1 inh: 1; ssDAF-12 act: -0.9; DAX1 inh-2: -0.8; MBD2 DNA inh: -2; PLCb3 inh: 3; hgDAF-12 ag: -1.9; ADAM17 inh: -1

How did N#Cc1c(Cn2cncn2)nc(=O)n(-c2ccccc2)c1N do in these assays?
SMARCA2 activ: -3; DAX1 inh-1: 0.0; hcDAF-12 act: 0.5; NR1D1 modulator: -4; PLCg1 inh: 3; ssDAF-12 act: -1.3; DAX1 inh-2: 0.0; MBD2 DNA inh: 3; PLCb3 inh: -3; hgDAF-12 ag: 0.1; ADAM17 inh: -4

How did C=CCn1c(SCc2ccc(OC)cc2)nnc1-c1cccnc1 do in these assays?
SMARCA2 activ: 2; DAX1 inh-1: 0.9; hcDAF-12 act: 0.5; NR1D1 modulator: 2; PLCg1 inh: 0; ssDAF-12 act: -1.6; DAX1 inh-2: 0.2; MBD2 DNA inh: 0; PLCb3 inh: 2; hgDAF-12 ag: -1.0; ADAM17 inh: -2

What do the screens show for `CC(=O)Nc1ccc(NC(=O)C(C)OC(=O)C(C)SCC(=O)Nc2ccc(C)cc2)cc1` (centres undefined)?
SMARCA2 activ: 1; DAX1 inh-1: 1.9; hcDAF-12 act: -0.2; NR1D1 modulator: -1; PLCg1 inh: 1; ssDAF-12 act: -1.1; DAX1 inh-2: -1.4; MBD2 DNA inh: 1; PLCb3 inh: -4; hgDAF-12 ag: 2.1; ADAM17 inh: 1

Reprinted at random: 2 entries already listed, in no set order.
What do the screens show for `COc1cc(C(=O)N/C(=C\c2cn(C)c3ccccc23)C(=O)NCCCn2ccnc2)cc(OC)c1OC`?
SMARCA2 activ: 0; DAX1 inh-1: -0.3; hcDAF-12 act: 0.0; NR1D1 modulator: -4; PLCg1 inh: -6; ssDAF-12 act: -0.5; DAX1 inh-2: -0.3; MBD2 DNA inh: -1; PLCb3 inh: -15; hgDAF-12 ag: -0.1; ADAM17 inh: 1

How did N#Cc1c(Cn2cncn2)nc(=O)n(-c2ccccc2)c1N do in these assays?
SMARCA2 activ: -3; DAX1 inh-1: 0.0; hcDAF-12 act: 0.5; NR1D1 modulator: -4; PLCg1 inh: 3; ssDAF-12 act: -1.3; DAX1 inh-2: 0.0; MBD2 DNA inh: 3; PLCb3 inh: -3; hgDAF-12 ag: 0.1; ADAM17 inh: -4
